ASAP1 inh: blocks human ASAP1-stimulated Arf1 GTP hydrolysis; AID 624377; GDP FP detection; inhibition, % at 16.5 µM; hit rate 0.19% among 360,000; Q9ULH1; in the data active = inhibition above about 25%;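 note: 0% = vehicle with enzyme and substrate and 100% = no enzyme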
proKLK7 act: activates the human kallikrein-7 zymogen; P49862; purified proKLK7, EDANS-DABCYL substrate fluorescence; 100% is mature enzyme control, 0% vehicle; activation, % at 7 µM; hit rate 0.9% among 370,000; AID 652039;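 active = activation above the mean of all tested compounds plus 3 SD, computed per campaign excluding outliers beyond control limits, cut at about 13% in these data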
Target sequence (P49862 whole entry, looked up): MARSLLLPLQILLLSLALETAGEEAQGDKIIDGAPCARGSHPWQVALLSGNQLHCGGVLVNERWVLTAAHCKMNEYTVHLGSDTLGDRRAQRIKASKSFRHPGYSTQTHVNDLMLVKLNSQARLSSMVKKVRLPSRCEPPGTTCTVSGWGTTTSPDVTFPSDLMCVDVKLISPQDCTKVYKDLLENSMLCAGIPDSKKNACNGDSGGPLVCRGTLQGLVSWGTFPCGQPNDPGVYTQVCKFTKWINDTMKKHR
NPR1 activator: GC-A (human) enzyme activation; P16066; HEK293 GC-A cells, cGMP TR-FRET, EC30 ANP; 0% at EC30 ANP, 100% saturating ANP; activation, % at 10 µM; hit rate 0.14% among 370,000; in the data active = activation above about 40%
Tn6 DDE FP: DD(E)-Tn6 binding inhibition, primary FP screen; P02675; Fibrin DD(E) TRITC-Tn6 fluorescence polarization displacement; hit rate 0.21% among 370,000; inhibition, % at 8.3 µM;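 active = inhibition above a per-campaign cutoff: mean of compounds within control limits plus 3 SD, cut at about 15% in these data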;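 note: 0% = median of all compound wells on the plate and 100% = blocking peptide control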
GC-B act: GC-B (human) receptor activation | P20594 | HEK293-GC-B cells, CNP EC30, cGMP TR-FRET; 0% at EC30 CNP, 100% saturating CNP | activation, % at 10 µM | hit rate 0.11% among 370,000;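 active = activation at 10 µM reaching about 35% in either raw or pattern-adjusted values, limit read from the data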
HGIII-sPLA2 inh: Blocks human group III sPLA2 activity. Q9NZ20. QFRET BODIPY PC-A2 liposome hydrolysis, fluorescence. inhibition, % at 12.2 µM. hit rate 0.56% among 370,000. AID 743126;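 active = inhibition above mean plus 3 SD of compounds lying within the high and low control bounds, cut at about 19% in these data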;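 note: 0% = median of test compound wells and 100% = no enzyme DMSO wells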
rCAG binder: r(CAG) repeat RNA binding. TO-PRO-1 dye displacement fluorescence. inhibition, % at 3 µM. hit rate 1.3% among 370,000. AID 651821;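 active = inhibition above the plate cutoff, the mean of all test compounds on that plate plus 3 SD, cut at about 35% in these data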;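 note: 0% = DMSO alone and 100% = 100 µM mitoxantrone as full dye displacement; higher means more dye released from RNA so lower well fluorescence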
ARFGAP1 inh: inhibitors of rat ARFGAP1. Q62848. Arfgap1-stimulated ARF1 GTP hydrolysis, GDP FP detection. inhibition, % at 16.5 µM. hit rate 0.26% among 360,000. AID 651572;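 active = inhibition above a per-plate limit, mean inhibition of low control wells plus 3 SD, cut at about 25% in these data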;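 note: 0% = DMSO wells with enzyme and 100% = wells lacking Arfgap1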
Target sequence (Q62848 1-136 limits assumed): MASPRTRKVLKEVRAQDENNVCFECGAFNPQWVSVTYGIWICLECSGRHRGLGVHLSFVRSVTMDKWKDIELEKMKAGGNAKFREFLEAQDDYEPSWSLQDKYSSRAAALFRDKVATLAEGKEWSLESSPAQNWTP
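Material: rat Arfgap1 GAP domain (His6, aa 1-136), purified enzyme. Also added: human ARF1(Δ1-17)-GTP substrate. Compound dosing: 16.5 µM single point, 1.26% DMSO. Timing: enzyme reaction 120 min at 25 °C after 20 min preincubation. Signal: GDP detection by fluorescence polarization. Read-out basis: percent inhibition of GAP-stimulated GDP formation, scaled between DMSO and no-Arfgap1 medians.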
GAA850 FXN act: frataxin GAA850 promoter activation; activation, % at 6 µM; hit rate 0.56% among 360,000; HEK293 lucGAA850 FXN promoter luciferase reporter, 24 h; percent of 10 µM SAHA response;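 active = activation above the average of all compounds screened plus 3 SD, cutoff fixed separately per campaign, cut at about 7.5% in these data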;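 note: 0% = DMSO wells and 100% = 10 µM SAHA wells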
ADAM10 inh: ADAM10 inhibition, QFRET primary screen; hit rate 0.62% among 370,000; recombinant ADAM10, EDANS/DABCYL FRET peptide cleavage, 3 h; inhibition, % at 7 µM; O14672;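 active = inhibition above a per-campaign cutoff equal to the mean of compounds falling between control-based bounds plus 3 SD, cut at about 20% in these data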;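 note: 0% = DMSO wells while the 100% control is not disclosed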
The depositor's hits bear a star.

SMILES	ASAP1 inh	proKLK7 act	NPR1 activator	Tn6 DDE FP	GC-B act	HGIII-sPLA2 inh	rCAG binder	ARFGAP1 inh	GAA850 FXN act	ADAM10 inh
COc1ccc(F)cc1-c1cc(NC=O)c2ncc(-c3cc(OC)c(OC)c(OC)c3)n2c1	-2	-3.4	5	-4	11	0	9	5	-1.8	-22
COc1cc(NC(=O)CSc2nccc(C)n2)c(C(=O)O)cc1OC	-4	-0.4	0	3	4	-2	3	4	2.1	-9
CN(C)c1ccc(Cc2cc3c(O)ccc(O)c3cc(Cc3ccc(N(C)C)cc3)c2=O)cc1	18	-0.2	-34	-1	-8	17	76*	-2	14*	-5
N/C(=N\OC(=O)c1cccc(Cn2cc(C(F)(F)F)ccc2=O)c1)c1ccc(Cl)cc1	0	0.1	3	4	0	9	-1	-11	-0.7	2
CCn1cc(C(=O)NCCCOC)c(=O)c2cc(S(=O)(=O)N3CCC(C)CC3)ccc21	-2	-0.3	5	5	4	-2	-5	-12	1.7	0
NC(=S)C(c1ccccc1)c1ncc(C(F)(F)F)cc1Cl (configuration not stated)	1	-0.4	-7	3	-2	5	-4	3	2.4	-4
COCCn1cc(C(=S)N2CCOCC2)c2ccccc21	-7	0.8	-1	-5	-2	3	-2	2	-1.3	-2
CCCCn1ccc(=O)c2c(C(F)(F)F)nccc21	4	-1.2	3	-8	-3	7	2	-1	-1.9	-8
COc1ccccc1NC(=O)CSc1nnnn1-c1ccc(C(=O)O)cc1	-13	0.4	0	1	2	5	2	12	-0.5	2
CCCC(=O)Nc1cc(Cl)ccc1C	-6	0.5	2	6	0	3	2	4	-1.3	0
CCCN1CCC(NC(=O)CCc2nnc(-c3ccccc3)o2)CC1	-7	-0.3	4	6	7	-2	0	6	1.9	-3
O=C(c1ccc2c(c1)OCO2)N1CCC2(CC1)Oc1ccc(F)cc1C(=O)C21CC(c2cccnc2)=NO1 (configuration not stated)	-2	0.2	-1	4	-1	-11	3	-8	-0.8	-27
CCn1c(=O)c2sccc2n(CC(=O)NCCC2=CCCCC2)c1=O	-4	-0.1	-3	-2	0	4	0	11	-0.2	-2
Cc1cccc(OCC(O)Cn2c(NCc3cccnc3)nc3c2c(=O)[nH]c(=O)n3C)c1 (configuration not stated)	-5	-0.9	-22	-1	-23	1	-5	-18	1.4	4
COc1ccc(C(=O)/C=C/c2ccc(OC(=O)c3cc(OC)c(OC)c(OC)c3)cc2)cc1	2	0.7	-1	-3	-3	-3	4	6	-0.6	10
OCCNCC(O)Cn1ccc2ccccc21 (configuration not stated)	0	0.5	0	-5	12	-2	-1	0	1.1	-1
COc1ccc(C2CCc3cc4c(cc3C2=NO)OCO4)cc1OC (configuration not stated)	5	-0.2	5	-5	4	-11	3	2	1.5	6
Cc1cc(/C=N/NC(N)=S)c(C)n1-c1ccc(Br)cc1	-1	0.3	-43	-8	-7	6	2	2	-2.4	4
O=C(CN1CCN(c2ccc(F)cc2)CC1)Nc1cccnc1Cl	7	0.1	6	-10	-1	17	-9	3	2.1	-18
Cc1ccc(S(=O)(=O)NNC(=O)c2ccncc2)cc1[N+](=O)[O-]	7	0.2	-1	-4	7	4	10	0	-0.1	-1

10 entries from above, arranged by number of heavy atoms, smallest number first.
SMILES	ASAP1 inh	proKLK7 act	NPR1 activator	Tn6 DDE FP	GC-B act	HGIII-sPLA2 inh	rCAG binder	ARFGAP1 inh	GAA850 FXN act	ADAM10 inh
CCCC(=O)Nc1cc(Cl)ccc1C	-6	0.5	2	6	0	3	2	4	-1.3	0
OCCNCC(O)Cn1ccc2ccccc21 (configuration not stated)	0	0.5	0	-5	12	-2	-1	0	1.1	-1
Cc1cc(/C=N/NC(N)=S)c(C)n1-c1ccc(Br)cc1	-1	0.3	-43	-8	-7	6	2	2	-2.4	4
COCCn1cc(C(=S)N2CCOCC2)c2ccccc21	-7	0.8	-1	-5	-2	3	-2	2	-1.3	-2
O=C(CN1CCN(c2ccc(F)cc2)CC1)Nc1cccnc1Cl	7	0.1	6	-10	-1	17	-9	3	2.1	-18
CCn1c(=O)c2sccc2n(CC(=O)NCCC2=CCCCC2)c1=O	-4	-0.1	-3	-2	0	4	0	11	-0.2	-2
N/C(=N\OC(=O)c1cccc(Cn2cc(C(F)(F)F)ccc2=O)c1)c1ccc(Cl)cc1	0	0.1	3	4	0	9	-1	-11	-0.7	2
Cc1cccc(OCC(O)Cn2c(NCc3cccnc3)nc3c2c(=O)[nH]c(=O)n3C)c1 (configuration not stated)	-5	-0.9	-22	-1	-23	1	-5	-18	1.4	4
COc1ccc(C(=O)/C=C/c2ccc(OC(=O)c3cc(OC)c(OC)c(OC)c3)cc2)cc1	2	0.7	-1	-3	-3	-3	4	6	-0.6	10
O=C(c1ccc2c(c1)OCO2)N1CCC2(CC1)Oc1ccc(F)cc1C(=O)C21CC(c2cccnc2)=NO1 (configuration not stated)	-2	0.2	-1	4	-1	-11	3	-8	-0.8	-27

Source: PubChem
